Screening data from PubChem.
TSHR antagonist: blocks TSH signaling through the human TSH receptor | activity change, negative = inhibition, % at 11.5 µM | AID 504810 | P16473 | 330,000 compounds, 0.2% hits | TSHR-expressing cells, TSH-stimulated cAMP HTRF, 2 h; hits give low values;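 active = activity change below a set negative limit, meaning inhibition stronger than a set level, cut at about -70% in these data; inconclusive = activity change between two set negative limits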; also: % is scaled to controls: 0 for no effect and ±100 for the full control effect
Target sequence (P16473 whole entry, looked up): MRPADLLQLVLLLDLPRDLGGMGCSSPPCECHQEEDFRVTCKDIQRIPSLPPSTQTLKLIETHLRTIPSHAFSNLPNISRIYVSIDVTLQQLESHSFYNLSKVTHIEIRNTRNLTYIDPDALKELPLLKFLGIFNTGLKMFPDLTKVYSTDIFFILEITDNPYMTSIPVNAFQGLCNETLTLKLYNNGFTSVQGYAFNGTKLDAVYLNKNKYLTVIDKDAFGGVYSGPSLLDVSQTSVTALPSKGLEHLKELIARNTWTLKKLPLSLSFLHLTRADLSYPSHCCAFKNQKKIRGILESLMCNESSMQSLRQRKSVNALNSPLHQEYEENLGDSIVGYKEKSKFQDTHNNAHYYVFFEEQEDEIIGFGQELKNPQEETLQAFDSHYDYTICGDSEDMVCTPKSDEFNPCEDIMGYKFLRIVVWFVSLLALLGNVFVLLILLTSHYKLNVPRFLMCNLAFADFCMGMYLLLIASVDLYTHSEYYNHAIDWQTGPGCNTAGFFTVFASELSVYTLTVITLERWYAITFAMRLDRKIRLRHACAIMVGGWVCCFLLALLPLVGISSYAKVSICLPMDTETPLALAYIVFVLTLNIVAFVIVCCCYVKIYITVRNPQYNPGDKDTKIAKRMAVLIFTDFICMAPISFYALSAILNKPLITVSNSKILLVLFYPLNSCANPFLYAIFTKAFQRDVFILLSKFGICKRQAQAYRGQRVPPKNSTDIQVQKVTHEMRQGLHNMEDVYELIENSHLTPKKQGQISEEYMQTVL
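TSHR-expressing cells, 200/well, pre-treated with compound, then stimulated with EC80 TSH (4nM final) for 2 hours at 37 deg C. cAMP measured by competitive HTRF: anti-cAMP cryptate antibody in lysis buffer plus cAMP-d2, read after 30 minutes at room temperature.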
BCR signal inh: blocks chronic active B-cell receptor signaling; ABC-DLBCL IkBa-CBG/CBR reporter, luminescence ratio, 4 h; Potency, µM (top dose mostly 46.1 µM), inactives show at the highest dose ratio change, negative = lower green/red ratio, most hits filed as inhibitors; 340,000 compounds, 0.05% hits; active = well fitted inhibition curve with a large enough effect in the signal ratio, with a control signal flat, not every such curve was filed as active; inconclusive = small, poorly fitted or top-dose-only effect, or effect the other way, or a change in a side signal; the % refers to the signal ratio;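 also: potency is read from the fitted curve at half-maximal effect; plate controls were basal doxycycline-induced cells for no effect and cells given 10 µM MG132 for full effect; MG132 reads +100%, hits lower the ratio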
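Cell line TMD8 (human ABC DLBCL), stably expressing tet-inducible CBG68-IkBa fusion and CBR; IMDM/0.5% FBS; cpd up to 46 uM; dox induction, 4 h, 37C/5% CO2; dual luminescence; green/red ratio; MG132 control.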
Eya2 phos inh: Eya2 (human) phosphatase inhibition. recombinant Eya2, OMFP fluorescence dephosphorylation (OMFP is methylfluorescein phosphate). Potency, µM (series often up to 76.9 µM), for the others: at the top dose activity, negative = inhibition, actives largely listed as inhibitors. 330,000 compounds, 0.006% hits. AID 488837; also: potency is read from the fitted curve at half-maximal effect; % is scaled to controls: 0 for no effect and ±100 for the full control effect
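Eya2 protein (added as 0.2 uM solution) was preincubated with compound for 10 min at ambient temperature in 50 mM HEPES pH 7.5, 50 mM NaCl, 5 uM MgCl2, 0.05% BSA, 1 mM DTT. OMFP (added at 50 uM) then reacted 10 min; fluorescence read at 485/525 nm.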
ELG1 repair inh: blocks ELG1-dependent DNA repair in HEK293T cells; HEK293T ELG1-luciferase reporter, luminescence, 16 h; DNA damage induced by 5-fluorouridine; Potency, µM (titrated, usually from 46.1 µM), for inactives: at the highest dose activity change, negative = inhibition, most hits filed as inhibitors; 330,000 compounds, 2.3% hits; also: potency is read from the fitted curve at half-maximal effect; % is scaled to controls: 0 for no effect and ±100 for the full control effect; nearly all actives have a fitted effect of over 55% in size
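Step one: seed 2,000 cells per well. Step two: pin-transfer compound or DMSO alongside 5-fluorouridine. Step three: incubate 16 hr, 37 °C, 5% CO2. Step four: add ONE-Glo, wait 30 min, read luminescence.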
USP2a inh: inhibitors of human ubiquitin-specific protease USP2a; Potency, µM (highest dose often 38.3 µM), without a hit: at the highest dose activity change, negative = inhibition, actives largely listed as inhibitors; 330,000 compounds, 0.01% hits; USP2 core, Ub-CHOP2 coupled fluorogenic reporter, 485/531;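 also: potency is read from the fitted curve at half-maximal effect; plate controls were DMSO wells for no effect and full inhibition by NEM control for full effect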
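Cell-free coupled assay: 10nM USP2 core preincubated 30min RT with compound in Tris-HCl pH 8.0/CaCl2/CHAPS buffer, then 25nM Ub-CHOP2 and 25nM reporter substrate; fluorescence (Ex 485/Em 531) read after 60min RT, normalized to NEM inhibition, concentration-response curves fitted.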
B2AR arrestin: recruits beta-arrestin to the human beta2-adrenergic receptor. P07550. beta-arrestin recruitment to beta2AR, cell-based reporter. Potency, µM (doses to about 46.1 µM), without a hit: top-dose activation, hits mostly activators. 330,000 compounds, 0.02% hits. AID 492947;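 also: potency is read from the fitted curve at half-maximal effect; 0% = DMSO controls and full agonism = EC100 isoproterenol or metaproterenol; nearly all actives have a fitted effect of over 65% in size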
TSG101-PTAP inh: blocks PTAP/TSG101 interaction to inhibit HIV-1 budding; Q99816; Fluorescence polarization, FITC-PTAP peptide / Tsg101 binding; Potency, µM (titrated, usually from 115 µM), for inactives: at the highest dose activity change, negative = inhibition, usual class: inhibitors; 340,000 tested, under 10 active; active = well fitted inhibition curve with a large enough effect in the main read-out, with a control signal flat, not every such curve was filed as active; inconclusive = small, poorly fitted or top-dose-only effect, or effect the other way, or a change in a side signal; inactive = no such curve, though single readings can be large or run the other way; also: potency is read from the fitted curve at half-maximal effect; % of control where 0% means no effect
Target sequence (Q99816 whole entry, looked up): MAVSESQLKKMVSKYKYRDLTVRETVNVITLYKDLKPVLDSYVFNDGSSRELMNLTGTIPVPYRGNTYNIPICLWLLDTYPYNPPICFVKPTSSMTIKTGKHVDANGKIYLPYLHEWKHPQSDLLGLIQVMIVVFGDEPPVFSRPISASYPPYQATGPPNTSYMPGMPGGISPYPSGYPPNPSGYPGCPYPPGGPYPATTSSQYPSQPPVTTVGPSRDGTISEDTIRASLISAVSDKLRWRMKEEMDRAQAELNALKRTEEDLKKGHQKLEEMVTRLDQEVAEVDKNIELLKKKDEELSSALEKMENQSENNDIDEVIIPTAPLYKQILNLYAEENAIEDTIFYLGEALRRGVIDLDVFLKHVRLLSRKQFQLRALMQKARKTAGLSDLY
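Steps: Tsg101 binding domain dispensed (10 uM final), compounds pinned in DMSO, FITC-labeled PTAP-motif peptide added (50 nM final); after 20 min binding at room temperature, polarization measured.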
Mito fusion act: blocks mitochondrial division or promotes mitochondrial fusion; 320,000 compounds, 0.23% hits; Potency, µM (highest dose often 46.1 µM), for inactives: at the top dose growth rescue (activation), hits mostly activators; S. cerevisiae fusion-defective mutant growth rescue, CellTiterGlo 48 h;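 also: potency is read from the fitted curve at half-maximal effect; % of control where 0% means no effect; nearly all actives have a fitted effect of over 45% in size; temperature-sensitive fusion mutants such as fzo1-1 at 37 °C on non-fermentable ethanol glycerol medium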
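Read-out: ATP-based luminescence (CellTiterGlo, 10 min ambient) reporting growth of fusion-defective ts yeast after 48 hours at 37C on glycerol/ethanol YPEG medium in the presence of compound.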
TCR act: activators of T cell receptors; Potency, µM (series often up to 9.22 µM), without a hit: top-dose activation of IL-2 secretion, hits mostly activators; 330,000 tested, under 10 active; AID 504894; primary human leukocytes, anti-CD3, IL-2 HTRF, 48 h; also: % of control where 0% means no effect
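IL-2 produced over 48 hr by a-CD3 bead-stimulated primary human leukocytes exposed to compounds was detected with a homogeneous time-resolved FRET immunoassay, 665nm acceptor signal after 320nm excitation.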
uPA surface inh: inhibitors of cell surface uPA generation. 330,000 compounds, 0.31% hits. Potency, µM (top dose mostly 38.3 µM), for inactives: top-dose activity change, negative = inhibition, usual class: inhibitors. cell surface uPA generation assay, qHTS; active = well fitted inhibition curve with a large enough effect; inconclusive = small, poorly fitted or top-dose-only effect; inactive = no such curve, though single readings can be large or run the other way; tested in mouse RAW 264.7 cells; also: potency is read from the fitted curve at half-maximal effect; % is scaled to controls: 0 for no effect and ±100 for the full control effect; nearly all actives have a fitted effect of over 55% in size
Tb PFK inh: blocks T. brucei phosphofructokinase. T. brucei PFK, ADP-Glo luminescence. 330,000 compounds, 0.17% hits. O15648. AID 485367. Potency, µM (top dose mostly 57.5 µM), for inactives: top-dose activity, negative = inhibition, most hits filed as inhibitors;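 also: potency is read from the fitted curve at half-maximal effect; 0% = uninhibited 1x PFK enzyme wells and -100% = no-enzyme wells; nearly all actives have a fitted effect of over 60% in size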
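Compounds were pin-transferred as a titration series up to 57 uM into substrate buffer (0.5 mM F6P, 0.1 mM ATP, pH 8.0), then 1.25 nM PFK was added and reactions ran 45 min before ADP-Glo detection.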
An asterisk follows results filed as active; ? = inconclusive; / = not tested or not shown; [ ] = dose if it differs, or a comment. Unless noted, calls follow the shape of the dose curve; as a rule, active = well fitted curve in the direction sought with a large enough effect; inconclusive = small, poorly fitted or top-dose-only effect, or another doubt; inactive = no such curve, though single readings can be large; an effect the other way counts as inactive or inconclusive. An unsorted share of the library. About 3% of those tested had a hit in this group.

SMILES	TSHR antagonist	BCR signal inh	Eya2 phos inh	ELG1 repair inh	USP2a inh	B2AR arrestin	TSG101-PTAP inh	Mito fusion act	TCR act	uPA surface inh	Tb PFK inh
Cc1nc(C)c(-c2csc(NCc3ccco3)n2)s1	3	?	-16%	?	0%	0.2%	-4%	-2%	-15%	-12%	22%
COc1cccc(CSc2nnc(-c3ccncc3)n2N)c1	0	1%	-17%	0%	0%	0.5%	-1%	-14%	-11%	6%	2%
Cn1nnnc1Sc1ncnc2scc(-c3ccc([N+](=O)[O-])cc3)c12	-6	?	-2%	7.3µM*	1%	-0.1%	0%	-10%	-5%	?	-2%
O=C(Nc1ccc(S(=O)(=O)N2CCCC2)cc1Cl)C1=COCCO1	-3	-3%	1%	-2%	0%	0.2%	-1%	3%	/	-5%	0%
COCCCNC(=O)COC(=O)c1ccc(-c2nc3ccccc3s2)s1	-24	?	-1%	?	3%	-0.2%	-1%	4%	3%	?	-4%
Cc1ccc(O)c(NC(=O)c2ccc3c(c2)C(=O)N(CC(C)C)C3=O)c1	-13	2%	-8%	?	1%	-0.2%	-2%	1%	3%	-5%	0%
CCOc1ccc(N2CCn3c2nc2c3c(=O)n(CCc3ccccc3)c(=O)n2C)cc1	-3	8%	11%	-5%	1%	0.2%	/	0%	/	/	15%
O=C(CSc1ncn[nH]1)Nc1ccc(Br)cc1Br	1	?	7%	18%	0%	-0.9%	-4%	/	-2%	-4%	-15%
Cc1ccccc1C(=O)Nc1ccc2c(c1)OCO2	7	?	-5%	?	-1%	-0.2%	-1%	-1%	3%	-10%	-3%
O=C(NC(=S)N1CCc2ccccc21)c1ccccc1	-7	?	-3%	?	1%	-0.3%	-1%	15%	3%[46.1 µM]	-1%	2%
CNc1c(-n2cc(C(=O)OC)c(C(=O)OC)c2C(=O)OC)c(=O)n(C)c(=O)n1C	5	4%	-8%	0%	0%	-2.0%	-6%	1%	-7%	-7%	-4%
Cc1ccc(C(=O)OCC(=O)NC(C)C2CC3CCC2C3)cc1N (configuration not stated)	/	-3%	10%	-29%	3%	0.7%	-4%	/	9%	14%	-9%
NNC(=O)COc1ccc(C2SCCS2)cc1	1	-13%	-3%	8%	-4%	-0.1%	-4%	-2%	0%	-1%	-4%
OCC[C@H]1C[C@H](O)[C@@H](O)[C@@]2(CCc3ccccc3CO2)O1	8	-2%	15%	10%	1%	0.0%	2%	-10%	1%	3%	5%
COc1ccc(C2=NN(C(=O)c3cccs3)C(c3ccc(OC)cc3)C2)cc1 (configuration not stated)	33	?	-29%	-13%	-1%	2.9%	1%	11µM*	?	-7%	-1%
Cc1ccc(C(=O)N2CCN(S(=O)(=O)c3ccc(C)c([N+](=O)[O-])c3)C2)cc1	-8	7%	-4%	-24%	2%	0.1%	1%	1%	-7%	1%	-2%
Cc1nnc(NC(=O)C23CC4CC(CC(C4)C2)C3)s1	-14	-2%	-7%	-5%	-1%	0.5%	0%	-2%	-4%	-1%	-5%
COc1cccc(C(=O)Nc2cccc(NC(=O)c3cccs3)c2)c1	-3	?	-5%	?	0%	0.2%	-3%	4%	4%	?	1%
COC(=O)c1ccccc1NC(=O)Nc1cnccn1	-5	-1%	-6%	5%	3%	0.0%	-5%	6%	-8%	-3%	-1%
CCOC(=O)c1cnn2c(C)cc(-c3ccccc3)nc12	6	?	-4%	?	1%	-0.1%	-8%	0%	9%	-7%	4%
CC(=O)Nc1ccc(S(=O)(=O)NCc2ccc(C)cc2)cc1	13	11%	-5%	-7%	0%	-0.7%	-12%	-1%	-3%	-3%	0%
COc1ccccc1-n1cc(C(=O)NCC(=O)N2CCN(c3ccccn3)CC2)c2ccccc2c1=O	3	-6%	?	?	1%	-0.2%	-5%	4%	-6%	?	-1%
O=C(CSc1ncn[nH]1)Nc1ccccc1Sc1ccc(Cl)cc1	-2	?	0%	-3%	3%	-0.9%	-3%	1%	-6%	-2%	3%
Cc1nn(Cc2cccc(F)c2)c(C)c1NC(=O)c1ccc(COc2ccccc2Cl)cc1	-12	?	-13%	?	-8%	2.6%	/	25%	/	-20%	4%
N#Cc1ccccc1OCC(=O)NNC(=O)CCC1CCCC1	-5	0%	4%	17%	4%	-0.7%	-2%	/	-1%	1%	6%
O=C(NC1CCCC1)c1cc(-c2ccc(Cl)cc2Cl)on1	-7	-5%	-24%	?	2%	-0.5%	-1%	2%	5%	0%	2%
Cc1ccc(C)c(OCCC(=O)OCc2csc(CC(=O)Nc3ccccc3C)n2)c1	-4	-11%	-6%	0%	-2%	0.1%	2%	4%	4%	1%	-1%
COc1cccc(C2C(C(=O)c3sc(C)nc3C)=C(O)C(=O)N2CCN(C)C)c1OC (configuration not stated)	-5	-2%	16%	4%	1%	-0.4%	/	0%	/	/	-11%
Cc1ccc(NC(=O)COC(=O)C2CCN(c3ccc(C(F)(F)F)cn3)CC2)cc1	1	3%	3%	?	1%	-1.7%	-1%	4%	-5%	20%	-6%
O=C(O)c1cc(S(=O)(=O)Nc2ccc3cn[nH]c3c2)ccc1O	10	9%	9%	0%	1%	-0.1%	-2%	-3%	1%	-4%	4%
Cc1nc2c(C#N)cnn2c2c1CCN(Cc1ccccc1)N2C	7	-3%	5%	0%	-3%	-0.1%	0%	0%	-43%	0%	-9%
CC1(C)CC(=O)C2=C(C1)OC(N)=C(C#N)[C@@H]2c1ccccc1[N+](=O)[O-]	-6	5%	3%	6%	4%	-0.3%	?	-1%	-1%	1%	-4%
CCc1ccc(/C=C2\SC(=S)N(CCCC(=O)Nc3ccccn3)C2=O)cc1	-1	?	-8%	-18%	0%	-0.4%	?	-4%	6%	8%	1%
CCN(CC)C(=O)C1CCCN(Cc2ccccc2F)C1 (configuration not stated)	9	-1%	0%[15.4 µM]	1%	4%	0.3%	-5%	-4%	0%	0%	-4%
CCn1c(SCC(=O)Nc2ccc(C(C)=O)cc2)nc2nc3c(cc2c1=O)COC(C)(C)C3	-5	?	-10%	?	3%	4.0%	2%	-2%	2%	15%	0%
CNc1ncc(C(=O)c2ccc(Cl)cc2)s1	-12	-17%	3%	?	1%	0.3%	-2%	4%	1%	-7%	0%
O=C(c1cc[n+]([O-])cc1)N1CCCC(N2CCN(c3cccc(C(F)(F)F)c3)CC2)C1 (configuration not stated)	10	?	-6%	-19%	-1%	-1.0%	/	?	0%	-24%	-5%
CCOC(=O)c1cc(NC(=O)c2cccnc2)ccc1N1CCOCC1	8	-5%	2%	?	2%	0.0%	0%	-3%	6%	5%	-11%
CSCC[C@H](NC(=O)OCc1ccccc1)C(=O)O	11	14%	0%	19%	1%	-0.1%	-2%	-3%	-5%	/	2%
CN(c1nc2c(c(=O)n(C)c(=O)n2C)n1CC(=O)c1ccccc1)C1CCCCC1	-9	2%	6%	?	-1%	0.2%	-4%	22%	3%	-3%	0%
CC1=C(C(=O)Nc2ccccc2)C(c2ccco2)NC(=S)N1 (configuration not stated)	2	6%	-1%	0%	3%	0.2%	0%	1%	1%	1%	0%
CCc1ccc(NC(=O)Nc2ccon2)cc1	18	1%	10%	?	3%	0.7%	0%	-3%	2%	?	-13%
C[C@H](CO)N1C[C@H](C)[C@@H](CN(C)C(=O)Nc2ccc(C(F)(F)F)cc2)Oc2ccc(NC(=O)C3CC3)cc2C1=O	-5	?	2%	13%	4%	-0.9%	1%	/	-3%	-1%	5%
COCCNC(=O)C(c1ccc(C)o1)N(Cc1ccc(OC)cc1)C(=O)Cn1nnc2ccccc21 (configuration not stated)	-9	1%	13%[15.4 µM]	-6%	2%	0.2%	-2%	3%	0%	1%	0%
Cc1ccc(-n2ncc3c(Nc4cccc(C(=O)O)c4)ncnc32)cc1	-22	?	1%	?	-6%	-0.1%	0%	-15%	0%	1%	0%
S=C1NC2=C(CCCC2=C2SCCS2)C(c2ccccc2)N1 (configuration not stated)	-1	-14%	-3%	?	1%	0.5%	-2%	1%	-7%	-19%	-4%
CCSc1nnc(NC(=O)CCc2ccc(OC)cc2)s1	-6	1%	2%	0%	2%	-0.3%	1%	-2%	-7%[46.1 µM]	-3%	-1%
COC(=O)C1CCN(C(=O)COC(=O)CSc2ccc(C(N)=O)cc2[N+](=O)[O-])CC1	-2	-5%	13%	22%	1%	-0.3%	0%	-3%	-7%	0%	-2%
